GPR151 ag = human GPR151 activation; Q8TDV0; activation, % at 11.2 µM; actives 1% (n = 650,000); PathHunter beta-arrestin GPR151 cells, luminescence; in the data active = activation above about 4.9%;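 also: 0% = median of compound wells and 100% = cells with positive control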
Target sequence (Q8TDV0 whole entry, looked up): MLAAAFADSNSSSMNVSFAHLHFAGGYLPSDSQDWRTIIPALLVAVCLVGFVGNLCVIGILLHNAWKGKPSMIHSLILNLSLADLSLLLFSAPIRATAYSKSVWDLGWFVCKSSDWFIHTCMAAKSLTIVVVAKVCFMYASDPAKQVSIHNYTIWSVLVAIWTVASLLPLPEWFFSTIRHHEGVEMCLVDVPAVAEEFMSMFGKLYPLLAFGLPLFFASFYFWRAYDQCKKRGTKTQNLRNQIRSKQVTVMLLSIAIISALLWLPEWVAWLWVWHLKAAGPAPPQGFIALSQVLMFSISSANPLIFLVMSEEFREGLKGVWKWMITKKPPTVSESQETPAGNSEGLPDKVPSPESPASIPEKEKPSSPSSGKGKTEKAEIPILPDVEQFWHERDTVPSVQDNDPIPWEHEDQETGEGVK
MITF primary = human MITF inhibition, primary screen | O75030 | AlphaScreen MITF homodimerization, bead proximity signal | inhibition, % at 2.6 µM | actives 0.91% (n = 650,000) | AID 1259374; in the data active = inhibition above about 50%;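 also: 0% = vehicle wells with protein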
TEAD-YAP block = TEAD-YAP interaction inhibition. HEK-TIYL cells, TEAD-Gal4/YAP UAS-luciferase luminescence. inhibition, % at 9.12 µM. actives 1.4% (n = 640,000). AID 1259422; in the data active = inhibition above about 32%;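 also: 0% = median of test compound wells and 100% = reference inhibitor wells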
FBW7 act = human FBW7 E3 ligase activation, primary screen | Q969H0 | normalized activity (activation), % at 26.1 µM | AID 1259310 | actives 0.13% (n = 650,000) | AlphaScreen FBW7–phospho-cyclin E peptide binding, activator screen; in the data active = normalized activity above about 1.9%;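 also: purified mutant Fbw7 with reduced substrate affinity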
Target sequence (Q969H0 whole entry, looked up): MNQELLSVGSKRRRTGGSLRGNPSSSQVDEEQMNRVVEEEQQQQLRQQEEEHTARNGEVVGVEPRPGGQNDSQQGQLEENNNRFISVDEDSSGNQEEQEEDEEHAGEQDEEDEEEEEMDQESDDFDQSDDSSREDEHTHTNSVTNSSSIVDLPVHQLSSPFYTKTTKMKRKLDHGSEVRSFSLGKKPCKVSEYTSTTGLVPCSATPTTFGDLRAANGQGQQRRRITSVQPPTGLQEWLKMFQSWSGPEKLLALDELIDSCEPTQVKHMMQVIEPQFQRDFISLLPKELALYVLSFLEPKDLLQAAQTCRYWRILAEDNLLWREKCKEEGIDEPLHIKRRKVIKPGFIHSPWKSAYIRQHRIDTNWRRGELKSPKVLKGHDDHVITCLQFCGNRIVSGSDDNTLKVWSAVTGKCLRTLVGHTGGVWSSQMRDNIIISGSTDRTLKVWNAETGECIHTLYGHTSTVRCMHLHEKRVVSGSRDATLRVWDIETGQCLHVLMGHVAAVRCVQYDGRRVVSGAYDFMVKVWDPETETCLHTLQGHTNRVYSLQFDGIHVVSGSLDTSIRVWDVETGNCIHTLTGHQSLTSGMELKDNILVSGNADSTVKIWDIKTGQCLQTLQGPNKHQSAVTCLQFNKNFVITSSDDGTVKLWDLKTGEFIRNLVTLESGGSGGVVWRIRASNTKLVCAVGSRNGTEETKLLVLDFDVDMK
The depositor's hits bear a star; & = joins results of further samples.

SMILES,GPR151 ag,MITF primary,TEAD-YAP block,FBW7 act
Cc1cccc(NC(=O)c2c(NC(=O)c3ccccc3)sc3c2CCCCC3)c1,1.1,-12.8,-5.6,-0.1
O=c1c2ccccc2nc(SCc2cc(=O)n3ccccc3n2)n1-c1ccc2c(c1)OCO2,-0.7,10.3,14.1,0.6
COc1ccc(CCNC(=O)CCCCCn2c(SCC(=O)c3ccccc3)nc3cc4c(cc3c2=O)OCO4)cc1OC,-0.5,11.4,-3.6,0.4
Cc1ccccc1OCCn1c(O)c(N=O)c2ccccc21,-1.1,17.3,-30.7,0.1
O=c1oc2ccc(Cl)cc2nc1/C=C(\O)c1ccco1,-1.0,19.2,-13.0,-0.1
COCCNC(=S)NNC(=O)C(C)Oc1cc(Cl)ccc1Cl (centres undefined),1.9,0.2,-4.6,-0.1
COc1ccc(C2C=C(c3cccs3)Nc3ncnn32)c(OC)c1 (centres undefined),1.6,-2.6,2.0,-0.1
CC(C)COc1ccc(COC2C(C(O)CO)OC3OC(C)(C)OC32)cc1 (centres undefined),0.4,0.8,-0.4,-0.2
O=C(/C=C/c1ccc(Cl)c(Cl)c1)Nc1cccnc1,0.2,1.1,-60.8,-0.1
CN(C)CCOC(c1ccccc1)c1ccccc1,0.4&0.0&1.6&1.0,-12.7&-2.8&-1.4&3.8,7.5&-7.2&-7.3,0.5&-0.2&-0.1&0.0
Cc1cccc(CSc2nnc3c(n2)[nH]c2ccccc23)c1,1.9,6.4,5.0,0.0
Cc1cc(C)c(NC(=O)COc2ccc(Cl)cc2)c(C)c1,0.2,9.0,24.9,0.2
Cc1ccc(C)c(C(C)NC(=O)c2cnccn2)c1 (centres undefined),1.7,18.2,6.7,-0.5
O=C(Nc1ccccc1C(F)(F)F)c1ccc(NC(=O)c2ccco2)cc1,-0.8,5.3,-18.6,-0.2
COc1ccc(S(=O)(=O)NCCn2nc(C)cc2C)c(C)c1,-1.4,1.9,0.1,0.0
CCOc1ccc(NC(=S)NC(=O)CCN2C(=O)c3ccccc3C2=O)cc1,0.4,7.4,6.5,-0.1
CC1(C)CC(C#N)(N2CCOCC2)CCO1 (centres undefined),-0.1,2.5,5.3,0.4
OCCNCc1cccc(OCc2ccccc2Cl)c1,-0.6,12.0,-8.7,0.4
CCOC(=O)C1=C(COC(=O)c2ccccc2F)NC(=O)NC1C (centres undefined),0.0,-4.4,-2.2,-0.3
CC(C(=O)NCCc1cccc2ccccc12)N1C(=O)c2ccccc2C1=O (centres undefined),1.7,-7.1,7.9,0.2
OCC1CCCN(c2nc(CN3CCOCC3)nc3sc4c(c23)CCCC4)C1 (centres undefined),1.7,4.8,-2.0,-0.2
Cc1ccc([N+](=O)[O-])cc1S(=O)(=O)N1CCCCC1,1.7,1.8,-23.4,-0.1
O=C(NCc1noc2ccccc12)Nc1ccc(F)c(Cl)c1,3.6,1.4,-2.6,-0.1
CC1=C(C(=O)OCCOc2ccccc2)C(c2ccc([N+](=O)[O-])cc2)C2=C(CC(c3ccccc3)CC2=O)N1 (centres undefined),1.7,-1.2,10.0,-0.2
O=C(NCc1ccccn1)c1ccc2nc(-c3ccco3)c(-c3ccco3)nc2c1,1.0,27.1,4.6,-0.6
NC(=O)c1oc2ccccc2c1NC(=O)c1nc2ccccc2s1,-0.5,2.1,-24.5,-0.1
Cc1ccc2[nH]c3c(=O)n(CCCN4CCCCCC4)cnc3c2c1,-0.2,-13.6,9.1,-0.1
CC(=O)Oc1ccc2cc(-c3nc4ccccc4s3)c(=O)oc2c1,-0.8,-6.9,-9.5,-0.2
Cc1noc(/C=C/N2CCOCC2)c1S(=O)(=O)N1CCN(c2ccc(F)cc2)CC1,-1.0,-6.4,-5.5,-0.2
CCCCc1nc2sc3c(NCCCO)ncnc3c2c2c1COC(C)(C)C2,1.1,7.1,2.5,-0.1

The final two entries of the section above are carried over, then new ones follow.
Keys – A = GPR151 ag; B = MITF primary; C = TEAD-YAP block; D = FBW7 act
SMILES: Cc1noc(/C=C/N2CCOCC2)c1S(=O)(=O)N1CCN(c2ccc(F)cc2)CC1
  A: -1.0 | B: -6.4 | C: -5.5 | D: -0.2

SMILES: CCCCc1nc2sc3c(NCCCO)ncnc3c2c2c1COC(C)(C)C2
  A: 1.1 | B: 7.1 | C: 2.5 | D: -0.1

SMILES: C=CCOC(=O)c1cc(-c2ccc(/C=C3\C(=O)N(c4ccc(Cl)c(Cl)c4)N=C3C)o2)ccc1Cl
  A: -0.6 | B: 18.3 | C: -3.8 | D: 0.0

SMILES: COc1cccc(NC(=O)N2CCc3nc(C)nc(N4CCCCC4)c3C2)c1
  A: -1.0 | B: 0.9 | C: -11.2 | D: 0.2

SMILES: COCc1ccc(CN2CCCC(N(C)CCc3ccc(OC)c(OC)c3)C2)o1 (centres undefined)
  A: 1.3 | B: 1.5 | C: 1.3 | D: 0.0

SMILES: Cc1ccc(NC(=O)CC(C)C)cc1F
  A: 1.9 | B: 9.8 | C: 1.6 | D: 0.1

SMILES: CCc1ccc(NC(=O)c2sc3nc4c(c(-c5ccc(C(C)C)cc5)c3c2N)CCCC4)cc1
  A: -2.5 | B: 8.6 | C: -6.2 | D: 0.3

SMILES: CC(C)N1CCc2c(sc(NC(=O)COc3ccccc3)c2C(N)=O)C1
  A: 0.5 | B: 23.1 | C: -34.8 | D: 0.2

SMILES: CC(C)CNC(=O)c1cc2c(=O)n3ccccc3nc2n1C
  A: 0.2 | B: 6.9 | C: -44.3 | D: 0.0

SMILES: Cc1noc(C)c1C(=O)Nc1nnc(C(F)(F)F)s1
  A: -3.3 | B: 15.1 | C: 4.6 | D: -0.1

SMILES: O=C(NCc1cccnc1)c1c(NC(=O)C2COc3ccccc3O2)sc2c1CCCC2 (centres undefined)
  A: 0.9 | B: 2.5 | C: -2.0 | D: 0.1

SMILES: CCSc1ncc(Cl)c(C(=O)Nc2nnc(C)s2)n1
  A: -0.5 | B: -32.0 | C: -10.2 | D: 0.0

SMILES: Cc1cc(C)nc(N2CC(=O)N(CCOc3ccc(Br)cc3)C2=O)n1
  A: 1.1 | B: 12.5 | C: -3.5 | D: 0.4

SMILES: C=CCN(C(=O)CNC(=O)c1cccs1)C(C(=O)NC1CCCC1)c1cccs1 (centres undefined)
  A: -1.1 | B: 3.4 | C: -1.5 | D: 0.0

SMILES: CCc1ccc(CN2CCN(CC3CC=CCC3)CC2)cc1 (centres undefined)
  A: -1.1 | B: 69.3* | C: -7.7 | D: 0.0

SMILES: CC(NS(=O)(=O)c1ccc2c(c1)CCN2C(=O)CCC(=O)O)c1ccccc1 (centres undefined)
  A: 0.3 | B: 12.8 | C: 8.0 | D: 0.3

SMILES: COC(=O)c1c(C)nc2n(C)c3ccccc3n12
  A: 3.2 | B: 22.8 | C: 7.8 | D: 0.1

SMILES: O=C(Cn1cnc2c(nnn2Cc2ccc(F)cc2)c1=O)Nc1ccccc1F
  A: 0.1 | B: -8.1 | C: -4.5 | D: -0.2

SMILES: COc1ccc(-c2csc(=NCc3ccco3)n2C(C)(C)C)cc1
  A: -0.7 | B: 13.3 | C: -1.3 | D: -0.4

SMILES: Cc1ccc2cc(C#N)c(NCCCNC(=S)NCCCN3CCOCC3)nc2c1C
  A: 2.2 | B: 10.4 | C: 1.2 | D: 0.5

SMILES: CCCOc1ccc(-c2csc(NC(=O)c3ccccc3NS(=O)(=O)c3ccc(C)cc3)n2)cc1
  A: 0.7 | B: 12.6 | C: 25.7 | D: 0.1

SMILES: Cc1[nH]c2c(C)cccc2c(=O)c1CN(C)C1CCN(C)CC1
  A: -0.8 | B: 2.2 | C: -0.3 | D: 0.0

SMILES: O=C(/C=C/c1ccccc1)Nc1nnc(C2=COCCO2)o1
  A: 4.6 | B: 7.6 | C: 8.5 | D: -0.2

SMILES: c1ccc(Cc2nc3ccccc3n2Cc2ccccc2)cc1
  A: 1.8 | B: 1.9 | C: 0.2 | D: 0.2

SMILES: CCOC(=O)c1ccc(OCC2c3cc(OC)c(OC)cc3CCN2C(=O)c2ccc(Cl)cc2)cc1 (centres undefined)
  A: -0.6 | B: 13.1 | C: 1.5 | D: 0.0

SMILES: C=CCNS(=O)(=O)c1cc2c3c(c1)CC(=O)N3CCC2
  A: -0.6 | B: 2.0 | C: 1.9 | D: -0.1

SMILES: Cc1cc(C(=O)N/N=C/c2ccc([N+](=O)[O-])s2)n[nH]1
  A: 0.0 | B: 4.7 | C: -11.6 | D: -0.1

A second format for some results above.
Under each structure – GPR151 ag | MITF primary | TEAD-YAP block | FBW7 act
O=c1c2ccccc2nc(SCc2cc(=O)n3ccccc3n2)n1-c1ccc2c(c1)OCO2
 : -0.7 | 10.3 | 14.1 | 0.6
COc1ccc(CCNC(=O)CCCCCn2c(SCC(=O)c3ccccc3)nc3cc4c(cc3c2=O)OCO4)cc1OC
 : -0.5 | 11.4 | -3.6 | 0.4
Cc1ccccc1OCCn1c(O)c(N=O)c2ccccc21
 : -1.1 | 17.3 | -30.7 | 0.1
O=c1oc2ccc(Cl)cc2nc1/C=C(\O)c1ccco1
 : -1.0 | 19.2 | -13.0 | -0.1

One compound at a time (already shown). Values in the order: GPR151 ag | MITF primary | TEAD-YAP block | FBW7 act
`Cc1ccc2cc(C#N)c(NCCCNC(=S)NCCCN3CCOCC3)nc2c1C` is listed with 2.2 | 10.4 | 1.2 | 0.5
`Cc1ccc(NC(=O)CC(C)C)cc1F` is listed with 1.9 | 9.8 | 1.6 | 0.1
`Cc1[nH]c2c(C)cccc2c(=O)c1CN(C)C1CCN(C)CC1` is listed with -0.8 | 2.2 | -0.3 | 0.0
`COCc1ccc(CN2CCCC(N(C)CCc3ccc(OC)c(OC)c3)C2)o1` (centres undefined) is listed with 1.3 | 1.5 | 1.3 | 0.0
`Cc1cc(C)nc(N2CC(=O)N(CCOc3ccc(Br)cc3)C2=O)n1` is listed with 1.1 | 12.5 | -3.5 | 0.4

New compounds follow
Keys – A = GPR151 ag; B = MITF primary; C = TEAD-YAP block; D = FBW7 act
SMILES: O=C(Nc1ccccc1)c1cccc(-n2cc(Nc3nccn3-c3ccccc3)cn2)c1
  A: -0.5 | B: 17.9 | C: 23.7 | D: 0.4

SMILES: Cc1nc(C)c(CCNC(=O)c2cccs2)s1
  A: -1.0 | B: 12.8 | C: -6.9 | D: 0.6

SMILES: Cc1ccc(S(=O)(=O)N(C)CC(=O)OCC(=O)N2CCCC2=O)cc1
  A: -0.1 | B: 11.1 | C: 7.2 | D: 0.4

SMILES: Cc1ccc2c(=O)cc(-c3ccc(F)cc3)oc2c1
  A: 0.2 | B: -2.1 | C: -14.2 | D: -0.1

SMILES: C=CCC(C#Cc1ccccc1)N(C)C (centres undefined)
  A: -0.4 | B: 18.5 | C: -13.6 | D: 1.8

SMILES: O=C(NCC1CCCO1)c1ccc2c(c1)NC(=O)C(CS(=O)(=O)Cc1c(F)cccc1Cl)N2 (centres undefined)
  A: 0.7 | B: 9.4 | C: -3.6 | D: 0.5

SMILES: Cc1ccc(-n2nnc(-c3nc(-c4cccnc4)no3)c2N)c(C)c1
  A: 0.0 | B: 9.0 | C: -5.0 | D: 0.3

SMILES: CN1CCN(c2ccccc2NS(=O)(=O)c2ccc3c(c2)oc(=O)n3C)CC1
  A: -0.3 | B: -17.4 | C: -4.0 | D: 0.3

SMILES: Cn1nc(C(=O)NNC(=O)CCNS(=O)(=O)c2cccs2)c2ccccc2c1=O
  A: -0.6 | B: 13.6 | C: 1.3 | D: 0.0

SMILES: O=C(/C=C(\O)c1ccc(Cl)cc1)C(=O)NCc1ccccc1
  A: 3.3 | B: -14.2 | C: 0.5 | D: -0.2

SMILES: CC(=O)Nc1ccc(S(=O)(=O)N2CCCC(N3CCOCC3)C2)cc1 (centres undefined)
  A: -0.7 | B: -2.4 | C: -8.5 | D: 0.0

SMILES: CC(=O)c1c(C)[nH]c(C(=O)Nc2ccc(S(=O)(=O)Nc3ccc(Cl)cc3)cc2)c1C
  A: -0.3 | B: 3.7 | C: -3.4 | D: 0.0

SMILES: O=C(Nc1cccc(-c2ccncc2)n1)C1COc2ccccc2O1 (centres undefined)
  A: 0.5 | B: 6.6 | C: 1.2 | D: 0.1

SMILES: COc1ccc(CCN2C(=O)CC(C(=O)Nc3ccc(Br)cc3)SC2=Nc2ccccc2)cc1 (centres undefined)
  A: -1.2 | B: 6.1 | C: -5.8 | D: 0.3

SMILES: COc1ccnc2c1c(=O)n(CC(=O)OCc1ccccc1)c(=O)n2C
  A: 0.7 | B: 16.0 | C: -5.7 | D: 0.2

SMILES: CCc1c(C)nc2sc(C(=O)c3ccc(-c4ccc(C(=O)c5sc6nc(C)c(CC)c(C)c6c5N)cc4)cc3)c(N)c2c1C
  A: -1.9 | B: 1.0 | C: -3.0 | D: -0.1

SMILES: Nc1ccc(NC(=O)CN2CCCCC2)cc1
  A: -0.2 | B: 2.5 | C: 6.0 | D: 2.0*

SMILES: CCCCCCc1c(O)nc(SCCN(CCC)CCC)[nH]c1=O
  A: -0.1 | B: -2.4 | C: 1.5 | D: 0.1

SMILES: CCOC(=O)C1=C(C)N=c2s/c(=C/c3ccccc3Cl)c(=O)n2C1c1cccs1 (centres undefined)
  A: -0.1 | B: 2.8 | C: 10.0 | D: 0.0

SMILES: CCc1ccc2c(c1)/C(=C/C(=O)c1cccs1)C(=O)N2
  A: 16.8* | B: -26.0 | C: 0.3 | D: -0.2

SMILES: COc1cc(C(=O)Nc2ccc3oc(-c4cccc(I)c4)nc3c2)cc(OC)c1OC
  A: 0.7 | B: 0.5 | C: 3.4 | D: 0.2

SMILES: COc1ccc(NC(=O)CN(C)S(=O)(=O)c2cccc3cccnc23)cc1
  A: -0.9 | B: -0.8 | C: -4.4 | D: -0.1

SMILES: C=CCn1c(SCC(=O)Nc2ccc3c(c2)OCCO3)nnc1-c1ccccc1O
  A: -0.9 | B: 22.5 | C: 22.6 | D: -0.2

SMILES: O=C(Nc1ccc(Cl)cc1C(F)(F)F)c1cccn(OCc2ccc(F)cc2)c1=O
  A: -0.2 | B: -11.3 | C: 3.0 | D: 0.3

Source: PubChem
